# West Nile virus CPE: inhibition of WNV-induced cytopathic effect – cell-based, CPE readout (AID 1621); 0.02% of 290,000 active; CPE inhibition, % at 10 µM, or IC50 in µM where a hit was titrated; West Nile virus-infected cells, CPE inhibition; higher % means a stronger effect; in the data active means a potency from the dose series; inconclusive means CPE inhibition mostly from about 3.7% at the one dose, without a potency; inactive means the rest, 99 in 100 with CPE inhibition below about 2.2%; further: strong numbers were not always called active
# UTI89 phage lysis: protection from phage-mediated lysis, alamar blue read-out – E. coli UTI89, K1F phage, bacterial capsule biogenesis inhibitors (AID 488966). E. coli UTI89 K1F phage lysis, alamar blue, 2 h; higher % means a stronger effect. inhibition, % at 100 µM, or IC50 in µM where a hit was titrated. 0.02% of 340,000 active;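 active means phage lysis inhibition, versus mean bacterial control, above a set limit; inconclusive means no clear call, values can overlap the other calls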;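 further: capsule biogenesis inhibitors block K1F phage lysis so surviving cells raise fluorescence; higher fluorescence means more inhibition of phage lysis; actives were called in the ten point dose series up to 300 µM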
# PMI inhibitors: MPI enzyme activity inhibition – biochemical, fluorescence intensity, coupled assay, primary screen (AID 1209); purified PMI enzyme, coupled fluorescence intensity; higher % means a stronger effect; one-dose inhibition, % at 20 µM; IC50 in µM for titrated hits; 0.42% of 190,000 active;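 further: plate controls were DMSO vehicle for no effect and wells lacking substrate for full effect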
# P. falciparum M17LAP: P. falciparum M17LAP inhibitors, primary screen, biochemical, fluorogenic H-Leu-NHMec substrate, 1536-well (AID 1619). recombinant M17LAP, H-Leu-NHMec fluorogenic kinetic assay; higher % means a stronger effect. inhibition, % at 30 µM, or IC50 in µM where a hit was titrated. 0.38% of 220,000 active;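 active means compound inhibiting the enzyme by more than half at any dose during confirmatory dose-response retesting; inconclusive means strong single-dose inhibitors picked by rank but not retested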;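 further: plate controls were full reaction with DMSO carrier for no effect and no enzyme background for full effect; strong numbers were not always called active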
# RSV antiviral HEp-2: RSV antiviral activity via CPE protection, HEp-2 cells, primary 10 µM value included (AID 2391); HEp-2 cells, RSV-induced CPE inhibition; higher % means a stronger effect; CPE inhibition, % at 10 µM; hits with a dose series show IC50 in µM; 0.13% of 310,000 active; in the data active means a potency from the dose series; inconclusive means CPE inhibition mostly from about 23% at the one dose, without a potency; inactive means the rest, 99 in 100 with CPE inhibition below about 21%; further: strong numbers were not always called active
# PMI inhibition: MPI inhibition at elevated mannose 6-phosphate – biochemical, fluorescence intensity, high mannose 6-phosphate, primary screen (AID 1220); recombinant PMI enzyme, coupled fluorescence intensity; higher % means a stronger effect; inhibition, % at 20 µM, or IC50 in µM where a hit was titrated; 0.66% of 190,000 active
# T cell modulator: T cell immune modulators affecting CD8 T cell-vesicle binding; 2C CD8+ T cell-vesicle binding, flow cytometry; stronger effect = lower value; calls only at 7 µM; 0.068% of 330,000 active; AID 2052;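 active means response, share of CD8 T cells binding vesicles, and their 90th percentile fluorescence all below set limits, cut at about 80% in these data, passing the limit was not always enough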
#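 material = purified 2C TCR transgenic mouse naive CD8+ T cells | controls = Unloaded micro-vesicles (low), QL9 vesicles with 0.7% DMSO (high) | detection = cytometric PE anti-B7-1 and Alexa647 anti-CD8 signals after 1% paraformaldehyde fixation | incubation = binding step 1.5 h, 37 °C, antibody labelling 20 min, ice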
# P. falciparum M1AAP: P. falciparum M1AAP inhibitors, biochemical, fluorogenic H-Leu-NHMec substrate, 1536-well (AID 1445); 0.42% of 220,000 active; inhibition, % at 30 µM; hits with a dose series show IC50 in µM; recombinant M1AAP, H-Leu-NHMec fluorogenic kinetic assay; higher % means a stronger effect;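 active means primary inhibition above the hit cutoff, then over 50% inhibition at one or more dose response concentrations, cut at about 23% in these data, passing the limit was not always enough; inconclusive means conflicting primary data, or primary hits not chosen for dose response; inactive means low primary inhibition, or under 50% at every dose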;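 further: plate controls were DMSO full reaction for no effect and no enzyme background for full effect; strong numbers were not always called active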
# TNAP activators: stimulation of alkaline phosphatase TNAP activity – biochemical, luminescent, no phosphate acceptor, uHTS, primary screen (AID 1001); purified TNAP, luminescent activation assay, no phosphate acceptor; higher activation fold means a stronger effect; activation fold at 20 µM, or EC50 in µM where a hit was titrated; 0.03% of 200,000 active; in the data active means activation fold from about 3, or a potency from the dose series; inactive means the rest, 99 in 100 with activation fold below about 1.6; further: many of its hits are not listed in these tables
# T cell modulator vesicle-bound %: also measured in T cell modulator; calls as there; double positive events, %; measured here: CD8+ vesicle-bound cell fraction;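 binding gate set so that unloaded-vesicle control wells show 10% double positive cells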
# Numbers without * were called inactive; i = inactive; ? = inconclusive; nt = not tested or not shown; & = joins results of further samples; [ ] = remark or other dose. Unless noted, no stated cut-off is given here; in the data, active means inhibition above about 50%; inactive means the rest.
# Values run as follows: West Nile virus CPE	UTI89 phage lysis	PMI inhibitors	P. falciparum M17LAP	RSV antiviral HEp-2	PMI inhibition	T cell modulator	T cell modulator vesicle-bound %	P. falciparum M1AAP	TNAP activators
OCC(O)CN1CCN(c2ccccc2)CC1 (centres undefined)
→ 0.2%	-2.1%	0%	-11%	0.5%	-4%	i	25	-7%	1.1
CCCN(CCC)C(=O)C(CCC(=O)O)NC(=O)c1ccccc1 (centres undefined)
→ -0.4%	1.4%	-6%	4%	-0.4%&-0.3%	-13%	i	17&24	11%	1.1
COc1cc(NC(=O)c2cc(C3CC3)on2)c(OC)cc1Cl
→ -0.1%	2.4%	14%	7%	3.3%	8%	i	24	11%	1.1
CCOc1ccc(NC(=S)N2CCC(C(O)(c3ccccc3)c3ccccc3)CC2)cc1
→ -0.3%	6.1%	20%	26%	13%	10%	i	48	0%	1
Cc1oncc1C(=O)Nc1ccc(C(F)(F)F)cc1
→ 0.8%	0.5%	-14%	4%	17%	-8%	i	29	9%	1
C[C@@H]1C[C@H]2[C@@H]3C[C@H](F)C4=CC(=O)C(Cl)=C[C@]4(C)[C@@]3(F)[C@@H](O)C[C@]2(C)[C@@]1(O)C(=O)CO
→ -0.3%	nt	3%	-6%	-3.2%	2%	i	48	0%	1.1
CCCCOC(=O)c1ccc(N)cc1
→ 0.6%	2.5%	9%	0%	1.6%	12%	i	64	1%	1.1
COc1cc(C(=O)NCCCCCC(=O)O)cc(OC)c1OC
→ 0.6%	2.4%	8%	7%	1.2%	4%	i	48	-2%	1.1
C#C[C@]1(O)CC[C@H]2[C@@H]3CCC4=CC(=O)CC[C@@H]4[C@H]3CC[C@@]21CC
→ 1.2%	1.8%&2.6%	-2%	-4%&-7%	12%&10%	-2%	i	22&17	-3%&-14%	1
Cc1cc(O)c2c(c1)C(=O)c1cccc(O)c1C2=O
→ -0.1%	nt	12%	-2%	nt	44%	nt	nt	-6%	0.8
CCOC(=O)Nc1ccc2c(c1)N(C(=O)CCN1CCOCC1)c1ccccc1S2
→ 0.3%&0.1%	0.2%&2.0%	18%	1%	0.2%	7%	i	29	1%	1.1
CN=C(N)NC(=O)Nc1c(C)cccc1C
→ 0.2%	nt	nt	12%	3.0%	nt	i	36	?	nt
C[C@H]1c2cccc(O)c2C(O)=C2C(=O)[C@]3(O)C(O)=C(C(N)=O)C(=O)[C@@H](N(C)C)[C@@H]3[C@@H](O)[C@@H]21
→ -0.3%	-16%	nt	-7%	-1.3%	nt	i	25	8%	nt
COc1cc(C)nc(-n2nc(C)cc2OC)n1
→ 0.7%	5.0%	3%	7%	-2.7%	2%	i	27	0%	1.1
C/C=C(/C)C(=O)O[C@@H]1c2cc3c(c4c2[C@@]2(CO4)C(=O)C(OC)=C(OC)C=C2C[C@@H](C)[C@H]1C)OCO3
→ -1.4%	2.2%	nt	4%	2.6%	nt	i	39	0%	nt

# 2 compounds from above, reduced to PMI inhibition, UTI89 phage lysis and PMI inhibitors.
Structure | PMI inhibition | UTI89 phage lysis | PMI inhibitors
CCOc1ccc(NC(=S)N2CCC(C(O)(c3ccccc3)c3ccccc3)CC2)cc1 | 10% | 6.1% | 20%
Cc1oncc1C(=O)Nc1ccc(C(F)(F)F)cc1 | -8% | 0.5% | -14%

# Reprinted at random: 2 entries already listed
# Values run as follows: West Nile virus CPE	UTI89 phage lysis	PMI inhibitors	P. falciparum M17LAP	RSV antiviral HEp-2	PMI inhibition	T cell modulator	T cell modulator vesicle-bound %	P. falciparum M1AAP	TNAP activators
Cc1cc(O)c2c(c1)C(=O)c1cccc(O)c1C2=O
→ -0.1%	nt	12%	-2%	nt	44%	nt	nt	-6%	0.8
COc1cc(NC(=O)c2cc(C3CC3)on2)c(OC)cc1Cl
→ -0.1%	2.4%	14%	7%	3.3%	8%	i	24	11%	1.1

# Additional compounds follow:
# Values run as follows: West Nile virus CPE	UTI89 phage lysis	PMI inhibitors	P. falciparum M17LAP	RSV antiviral HEp-2	PMI inhibition	T cell modulator	T cell modulator vesicle-bound %	P. falciparum M1AAP	TNAP activators
COc1c(O)cc2c(c1O)[C@@H]1O[C@H](CO)[C@@H](O)[C@H](O)[C@H]1OC2=O
→ -0.6%	-0.2%	nt	nt	2.5%	nt	i	54	nt	nt
CCN(CC)S(=O)(=O)c1ccc(C(=O)O)cc1
→ 0.1%	1.1%[50 µM]	nt	nt	0.8%	nt	i	18	nt	nt
COc1ccc(Sc2ccc(NC(=O)c3ccccc3Cl)cc2C#N)cc1
→ 0.3%	0.0%	4%	-7%	6.5%	4%	i	14	1%	1.1
OCCOCCN1CCN(C(c2ccccc2)c2ccc(Cl)cc2)CC1 (centres undefined)
→ 0.0%	2.4%	-26%	-21%	-2.0%	-35%	i	23	4%	1.1

# The list is partial; count on the stated rates, not on these rows.
